# NR2E3 ag-1: activates human photoreceptor nuclear receptor NR2E3; Q9Y5X4; GST-NR2E3/biotin-RetCOR TR-FRET, 1536-well; inhibition of corepressor binding, % at 4.78 µM; actives 0.12% (n = 320,000); AID 2300;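 active = percent inhibition above the cutoff of mean plus 3 SD of all tested compounds, set per screening campaign, cut at about 20% in these data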;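 note: 0% = DMSO wells and 100% = biotin wells as full block of FRET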
# Target sequence (Q9Y5X4 whole entry, looked up): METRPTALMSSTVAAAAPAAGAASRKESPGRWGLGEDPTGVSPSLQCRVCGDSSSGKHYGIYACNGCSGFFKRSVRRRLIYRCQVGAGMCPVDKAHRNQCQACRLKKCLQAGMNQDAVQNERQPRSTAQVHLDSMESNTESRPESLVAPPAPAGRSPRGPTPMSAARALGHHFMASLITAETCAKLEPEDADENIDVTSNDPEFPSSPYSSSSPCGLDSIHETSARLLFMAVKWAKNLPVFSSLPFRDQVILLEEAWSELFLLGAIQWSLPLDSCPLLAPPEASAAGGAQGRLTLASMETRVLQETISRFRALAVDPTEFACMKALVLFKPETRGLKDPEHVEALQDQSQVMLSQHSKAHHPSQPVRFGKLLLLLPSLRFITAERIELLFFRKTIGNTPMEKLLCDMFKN
#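 System: GST-NR2E3 and biotin-RetCOR proteins; probe or stimulus: 7 nM biotin-RetCOR; doses: compound at 4.8 µM, single dose; schedule: Compound–protein incubation for 5 h at 4 °C; detection: time-resolved FRET; read-out: percent inhibition; controls: biotin wells as high control, 0.6% DMSO wells as low control; format: 1536-well plates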
# NR2E3 ag-2: activates human NR2E3 receptor | Q9Y5X4 | CHO-S Gal4-NCOR/VP16-NR2E3 two-hybrid, luciferase | inhibition of corepressor binding, % at 3.98 µM | actives 0.35% (n = 360,000) | AID 602229;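 active = inhibition above the mean of all tested compounds plus 3 SD, cut at about 70% in these data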;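 note: 0% = DMSO with NR2E3 transfected cells and 100% = cells lacking NR2E3 construct; higher means lower luciferase signal from less NR2E3 corepressor binding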
# HIF-2a block: HIF-2a inhibition; 786-0 RCC cells HIF-2a reporter, luciferase luminescence, overnight; inhibition, % at 18.8 µM; actives 0.72% (n = 360,000);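 active = inhibition of the luminescence signal of 40% or more relative to plate controls, in a single-dose primary screen at 18.75 µM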
# TWEAK-Fn14 inh: blocks TWEAK-Fn14 interaction in a reporter cell assay. TWEAK-stimulated Fn14 reporter cells, luciferase luminescence, 8 h. inhibition, % at 10 µM. actives 2% (n = 360,000). AID 1159606; in the data active = inhibition above about 50%
# C8 TRAIL sens: sensitizes caspase-8 expressing cells to TRAIL | NB7+C8 cells + TRAIL, ATPlite viability luminescence | inhibition (viability loss, TRAIL sensitization), % at 10 µM | actives 1% (n = 360,000);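 active = compounds causing at least 50% loss of cell viability in the single-dose screen, relative to plate controls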
# KKLEB cytotox: reduces viability of KKLEB cystic fibrosis airway cells; KKLEB CF airway cells viability, ATPlite luminescence, overnight; active compounds read low; cells stimulated with P. aeruginosa culture filtrate; activity change (cytotoxicity), % at 5 µM; actives 0.36% (n = 360,000);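 active = corrected activity change at or below -50% at 5 µM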
# Peg3 promoter: reduces Peg3 promoter-driven luciferase expression in HeLa; inhibition, % at 20 µM; actives 1.7% (n = 360,000); HeLa PEG-Prom luciferase reporter, luminescence, overnight; AID 588405;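 active = inhibition of at least 50% at 20 µM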
# TROY NFkB inh: inhibitors of TROY-dependent NF-kB signaling; Q293 LMP1-TROYcd NF-kB luciferase reporter, 4 h; inhibition, % at 10 µM; actives 0.98% (n = 360,000); AID 1347056;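 active = compounds whose plate-normalised and pattern-corrected inhibition of the luciferase reporter signal at the single screening dose is 50% or more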
# TRPM1 prom inh: reduces MITF-dependent TRPM1 promoter luciferase signal; SK-MEL-5 TRPM1 promoter luciferase, 24 h; inhibition, % at 12.5 µM; actives 0.83% (n = 330,000);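 active = mean inhibition across replicates of 60% or more, whatever share of single replicates reaches that level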; note: values of inactives mirror those of a sister screen read the other way
# Shn3 inh set2: reduces Shn3 3'UTR luciferase signal in osteoblasts; Clone20 osteoblast Shn3 3'UTR firefly luciferase, 24 h; inhibition, % at 12.5 µM; actives 0.52% (n = 360,000);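 active = mean inhibition of at least 75% with every replicate also reaching 75%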;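 note: 0% = median of neutral control wells and 100% = pilot-screen positive control compound; some compounds past the cut are filed as inactive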
# CF NFkB inh: inhibitors of cystic fibrosis induced NF-kB; KKLEB NF-kB-GFP reporter, PAF-induced, GFP fluorescence overnight; inhibition, % at 5 µM; actives 0.86% (n = 360,000); AID 588850;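 active = at least 50% inhibition at 5 µM, scaled per plate between neutral and stimulator controls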;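 note: PAF is a Pseudomonas aeruginosa culture filtrate used as stimulus; plate controls were PAF-stimulated DMSO wells for no effect and unstimulated DMSO wells for full effect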
# An asterisk follows results filed as active; · = not tested or not shown. The list is partial; rates above refer to the full screens.
SMILES,NR2E3 ag-1,NR2E3 ag-2,HIF-2a block,TWEAK-Fn14 inh,C8 TRAIL sens,KKLEB cytotox,Peg3 promoter,TROY NFkB inh,TRPM1 prom inh,Shn3 inh set2,CF NFkB inh
CCc1cccc(NC(=S)N(CCOC)C(C)c2ccco2)c1 (stereo not drawn),5.2,11.5,10.1,-9.1,6.4,-6.0,19.6,5.0,14.5,14.1,-13.1
CCc1ccc(NC(=O)NCCN2CCc3ccccc3C2)cc1,-0.7,-4.4,-81.9,-7.2,-0.9,7.9,-43.8,-40.5,0.6,5.8,4.5
CN(CC(=O)Nc1ccc(F)c(F)c1F)C(=O)CCN1C(=O)C2CC=CCC2C1=O (stereo not drawn),·,-19.1,7.6,18.8,-2.8,-0.4,8.1,-3.3,·,2.2,1.2
CCCCCCN1C[C@@H](n2cc(C3CC3)nn2)[C@H](O)C[C@@H]1c1ccc(Cl)cc1,·,-45.1,4.2,19.2,20.6,4.3,15.5,-5.0,·,7.3,-8.3
CCCn1c(N2CCN(C(=O)NCc3ccccc3)CC2)nc2ccccc21,-2.2,-7.1,8.4,8.7,-11.5,1.4,8.6,14.1,2.2,17.1,6.5
CC1CN(S(=O)(=O)c2ccc(C(=O)Nc3nc(-c4cc5ccccc5o4)cs3)cc2)CC(C)O1 (stereo not drawn),-1.2,-3.6,8.9,66.8*,42.4,-54.2*,31.9,36.6,9.1,86.5*,50.4*
COc1cccc(/C=C/C(=O)Nc2cc(S(=O)(=O)N3CCOCC3)ccc2OC)c1,·,8.2,-2.0,-7.2,7.4,0.1,-12.3,-18.2,5.3,2.7,1.5
CCOC(=O)c1c(C)n(C)c2ccc(OC(=O)c3ccco3)cc12,1.4,0.8,9.4,-31.9,-15.6,21.3,-17.3,6.8,-0.3,7.3,-25.9
C/C(=C\CNc1ncnc2nc[nH]c12)CO,-0.6,-14.2,4.1,7.3,19.4,9.2,-6.6,-0.7,-4.1,16.3,5.2
O=C(CCCC(=O)N(CC(=O)NC1CCCC1)C1CCCC1)Nc1ccccn1,-2.5,-14.5,16.7,11.9,-17.8,2.2,8.3,14.2,-0.4,-16.7,-16.8
OCCNc1nc(Nc2ccc(O)cc2)nc2ccccc12,1.8,12.1,17.3,-16.5,0.8,2.7,27.9,-2.2,-4.1,12.3,-61.9
CC(C)N1CC(C(=O)Nc2ccc(F)c(Cl)c2)CC1=O (stereo not drawn),0.6,12.7,20.0,3.9,0.5,-5.7,11.2,6.1,12.0,13.2,-13.9
CCOc1ccccc1N1CCN(C(=O)NCc2ccc(F)cc2)CC1,2.1,-6.2,9.0,22.0,9.2,4.5,13.6,-12.1,-2.6,0.4,1.3
OCCC1CN(Cc2cccc(C(F)(F)F)c2)CCN1Cc1ccccc1 (stereo not drawn),1.1,-1.7,22.4,-0.7,7.0,-6.0,20.6,1.6,8.1,12.1,2.1
CC(=O)NC(CSC(CC(=O)c1ccco1)c1ccc(C)cc1)C(=O)O (stereo not drawn),-0.8,-22.9,-92.4,9.0,0.7,11.8,-141.4,-64.0,-36.3,-35.8,8.1
CC(C)(C)n1nnnc1C(c1cc2cc3c(cc2[nH]c1=O)OCO3)N1CCN(c2ccccc2)CC1 (stereo not drawn),-1.3,-15.2,-23.5,30.5,11.3,3.2,-0.3,7.9,12.7,10.3,-6.3
CCc1ccc(NC(=O)C(C)Sc2nnc(CN3CCCC3)o2)cc1 (stereo not drawn),0.4,2.6,6.9,3.7,-6.5,-11.4,-6.7,3.5,-3.5,-3.2,17.8
Cc1cc(/C=C(/C#N)c2nc3ccccc3[nH]2)c(C)n1-c1ccccc1C(=O)O,-4.5,-31.1,4.6,1.8,0.9,2.6,23.7,15.3,-15.9,0.1,-4.0
COc1cc(C(=O)N2Cc3cc4ccccc4nc3C2C)cc(OC)c1OC (stereo not drawn),·,-33.3,11.1,-20.2,-0.4,3.2,7.4,5.4,·,0.5,12.3
Cc1cc(=S)[nH]c(=S)[nH]1,0.6,-1.8,16.1,5.8,-3.1,-7.3,-0.9,18.6,-5.4,-3.0,-8.5

# Record cards, as listed above:
# Listed for OCCC1CN(Cc2cccc(C(F)(F)F)c2)CCN1Cc1ccccc1 (stereo not drawn) = NR2E3 ag-1: 1.1; NR2E3 ag-2: -1.7; HIF-2a block: 22.4; TWEAK-Fn14 inh: -0.7; C8 TRAIL sens: 7.0; KKLEB cytotox: -6.0; Peg3 promoter: 20.6; TROY NFkB inh: 1.6; TRPM1 prom inh: 8.1; Shn3 inh set2: 12.1; CF NFkB inh: 2.1
# Listed for Cc1cc(/C=C(/C#N)c2nc3ccccc3[nH]2)c(C)n1-c1ccccc1C(=O)O = NR2E3 ag-1: -4.5; NR2E3 ag-2: -31.1; HIF-2a block: 4.6; TWEAK-Fn14 inh: 1.8; C8 TRAIL sens: 0.9; KKLEB cytotox: 2.6; Peg3 promoter: 23.7; TROY NFkB inh: 15.3; TRPM1 prom inh: -15.9; Shn3 inh set2: 0.1; CF NFkB inh: -4.0

# (further entries)
SMILES,NR2E3 ag-1,NR2E3 ag-2,HIF-2a block,TWEAK-Fn14 inh,C8 TRAIL sens,KKLEB cytotox,Peg3 promoter,TROY NFkB inh,TRPM1 prom inh,Shn3 inh set2,CF NFkB inh
CC(C)C(=O)Nc1nnc(SCC(=O)N2C(C)CCCC2C)s1 (stereo not drawn),1.6,-7.9,3.5,-20.9,3.0,20.2,17.6,21.6,2.7,-5.5,-4.1
CC(C)(C)NC(=O)c1cccc2c1-c1ccccc1C2=O,0.9,-24.4,12.4,-7.4,-1.5,7.1,4.3,-2.8,-0.3,-12.1,-0.2
COC(=O)COc1ccc2c(c1)O/C(=C\c1ccco1)C2=O,-1.0,-4.9,0.8,15.0,2.1,8.1,-0.1,13.6,-0.5,-7.1,-8.2
COC(=O)c1c(C)[nH]c(C(=O)/C=C/c2ccc(C)cc2)c1C,-8.8,-23.7,-60.0,25.5,11.1,5.6,-65.9,-9.7,-10.6,-35.6,-6.5
CN1N=C(C(=O)NC2CCCc3c2cnn3-c2ccc(F)cc2F)CCC1=O (stereo not drawn),1.5,-5.2,-13.3,7.8,2.5,2.7,-14.5,-27.1,4.9,4.8,8.0
CC(=O)c1c(C)[nH]c(-c2ccccc2)nc1=S,1.3,-13.8,-5.4,11.6,-13.1,-1.8,-7.8,-4.0,-3.1,-4.8,-9.4
O=C1/C(=C/c2cccc(F)c2)CSc2sccc21,0.5,-40.5,-5.9,-22.1,-13.6,-4.0,-7.8,-6.3,5.8,2.6,2.0
Cc1cc(=O)oc2c3c(cc(OCC(=O)NCCCn4ccnc4)c12)OC(C)(C)CC3,1.5,12.9,12.0,-7.6,3.1,5.8,4.9,4.3,·,-17.6,-4.5
CC(C)n1c(N2CCN(CC(=O)Nc3ccc4c(c3)OCCO4)CC2)nc2ccccc21,2.1,0.8,11.0,2.4,-4.0,-8.2,26.4,11.7,5.7,9.4,0.0
O=CNc1cc(-c2ccc(C(=O)N3CCOCC3)cc2)cn2c(-c3ccc(F)cc3)cnc12,·,10.0,10.3,-0.2,19.1,-26.3,38.7,5.9,·,32.8,27.4
CCCN(CC(=O)Nc1ccccc1C)C(=O)c1ccc(C)c(S(=O)(=O)N2CCCCC2)c1,1.1,9.3,6.4,-9.7,2.2,16.4,9.2,-2.2,0.9,-3.8,12.4
Cc1ccc(Nc2cc(C)nc3ccc(C)cc23)cc1,1.2,-8.0,19.8,-20.9,4.5,-5.3,16.8,-8.0,-1.0,-5.5,-55.3
CCc1noc(C)c1C(=O)N1CCN(S(=O)(=O)c2ccc(C(C)=O)cc2)CC1,-3.2,11.4,4.0,-3.6,-0.9,-2.4,8.3,7.3,-3.1,-3.4,2.6
O=C(COC(=O)c1ccc(OC(F)F)cc1)NCC1CCCO1 (stereo not drawn),·,-3.1,2.0,-11.4,-4.4,23.5,8.4,2.0,·,-1.7,-33.9
Cc1ccc(NC(=O)/C(=C\c2cccs2)NC(=O)c2ccccc2)cc1,-3.4,-7.3,19.8,-2.7,-13.6,-9.7,3.3,-23.3,-0.6,-9.9,17.3
O=C(c1cccc(S(=O)(=O)Nc2cccc(C(F)(F)F)c2)c1)N1CCCCC1,0.0,8.4,8.2,6.2,-3.6,-1.7,3.9,-7.7,5.4,1.4,4.9
Clc1ccc2[nH]cc(-c3nnnn3-c3ccc4ccccc4c3)c2c1,-1.9,36.5,9.2,10.6,15.4,-29.7,24.2,45.5,14.1,14.2,24.3
CCOC(=O)C1=CNS(=O)(=O)NC1c1ccc(C#N)cc1 (stereo not drawn),·,-8.7,-0.6,10.0,-9.1,2.9,-3.7,-10.8,-8.4,-5.6,12.5
CCOC(=O)N1CCN(C(=O)C(C)N(c2ccc(Oc3ccccc3)cc2)S(C)(=O)=O)CC1 (stereo not drawn),5.6,-7.9,5.7,28.2,5.6,-2.4,16.2,20.0,22.2,36.2,-5.4
Cc1cc(/C=N/n2cnnc2)c(C)n1-c1ccc(OCc2ccc(Cl)cc2)cc1,2.9,101.5*,-26.2,63.1*,17.6,-10.5,-35.5,-22.5,-0.3,76.7,-2.3
O=C(NCc1ccc(Cl)cc1)C1CCC(=O)N(C2CC2)C1 (stereo not drawn),2.8,-1.2,1.9,-5.3,-15.8,-4.5,-7.5,-2.4,2.9,12.4,6.4
[O-][N+]1=c2ccc(Nc3ccccc3)cc2=NC12CCCCC2,-20.6,33.3,-16.9,35.9,69.5*,-45.0,104.4*,-19.5,61.1*,-7.3,84.7*
O=C(NCc1ccco1)c1nn2c(C(F)(F)F)cc(-c3cccs3)nc2c1Br,-0.7,14.4,25.9,13.8,0.5,-21.1,5.1,23.7,5.6,9.8,24.3
COc1cccc(N2C(=O)c3cccnc3C2O)c1 (stereo not drawn),·,-19.5,13.6,-10.5,2.4,16.7,2.6,2.6,5.5,-17.4,-4.7
COc1nc(OC)nc(N2CCC(NC(=O)C(Cc3ccc(C(C)C)cc3)NC(C)=O)CC2)n1 (stereo not drawn),0.8,5.7,11.6,8.5,28.9,10.3,6.6,3.8,-5.8,20.2,-3.6
O=C(COC(=O)c1cnccn1)Nc1cccc(F)c1,·,-10.3,-6.0,-7.2,12.0,5.4,11.1,-8.4,2.6,-14.4,4.7
Cc1cc(=O)oc2c(N)nccc12,·,-30.1,-4.5,-16.7,8.2,-3.0,-3.0,-2.1,·,-1.2,2.3
CCc1cc2c(=O)[nH]c(Cc3ccccc3)nc2s1,1.2,-29.7,-16.3,7.0,-9.6,3.0,-26.4,-10.4,-0.9,-14.0,14.5
CCC(=O)OCCCCCCOc1ccc(C(=O)O)cc1,1.4,4.1,5.8,9.7,-4.7,5.6,8.9,8.3,-18.4,5.8,-0.8
COc1ccc(NC2=CC(=O)CC(c3ccccc3)C2)cc1 (stereo not drawn),0.7,-16.5,-16.8,-4.3,-3.1,-10.5,-3.0,13.2,-2.3,20.4,6.5
